Assay outcomes: PubChem, The Scripps Research Institute Molecular Screening Center
PAFAH1B3 FP inh: inhibitors of human PAFAH1B3; recombinant PAFAH1B3, FP-rhodamine probe, fluorescence polarization; inhibition, % at 3.39 µM; actives 0.28% (n = 340,000);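 active = inhibition above the screen-wide average of all tested compounds plus 3 SD, cut at about 25% in these data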;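 note: 0% = enzyme with DMSO only and 100% = wells lacking PAFAH1B3 protein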
PAFAH1B2 FP inh: PAFAH1B2 (human) inhibition; AID 492953; recombinant PAFAH1B2, FP-rhodamine activity probe, fluorescence polarization; actives 1.2% (n = 340,000); inhibition, % at 3.39 µM; P68402;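 active = inhibition above the mean of all tested compounds plus 3 SD, cut at about 24% in these data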;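 note: 0% = enzyme with DMSO and 100% = wells lacking PAFAH1B2; many of its hits are not listed in these tables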
* = called active by the depositor. This is a subset, so the mix of outcomes need not match the whole.

Values run as follows: PAFAH1B3 FP inh | PAFAH1B2 FP inh
- CN(C(=O)c1cccc(NC(=O)Cc2ccc(NC(=O)C3CCN(C(=O)C4CCC4)CC3)cc2)c1)C1CC1
  9 | 4
- Cc1cc(C)c(C)c(C(=O)C(=O)c2ccccc2)c1
  0 | 0
- O=C(NCCOc1ccccc1)[C@@H]1CCCN1C(=O)c1cccs1
  7 | 2
- N=c1n(Cc2ccccc2)c2ccccc2n1CC(O)COc1ccc(Cl)cc1Cl (stereo not given)
  -1 | -2
- CCOC(=O)c1nn(C)c2[nH]c(=O)n(C)c(=O)c12
  9 | -1
- O=C1CCCN1CCCN=c1c([N+](=O)[O-])nn(-c2ccc(Cl)cc2)n1O
  11 | 3
- N#CC1C(=N)Cc2ccccc2-c2ccccc21 (stereo not given)
  6 | 3
- O=C(O)COc1ccccc1/C=N/n1c(C2CCCCC2)n[nH]c1=S
  4 | 3
- NC(=O)c1cc(Sc2ccccc2)nc2ccccc12
  2 | 3
- Cc1nc(C(=O)NCCO)cc2c1[nH]c1ccccc12
  -2 | -5
- [O-]C(=C(C(=S)Nc1cccc2ccccc12)[n+]1cccc(CO)c1)c1ccc(Cl)s1
  10 | 3
- COc1ccc(NC(=O)CN(C)C(=O)c2ccc3ccccc3c2)cc1
  -2 | 7
- O=C(OCC1CCNCC1)c1ccc2c(c1)OCO2
  5 | 1
- CC/C(=C\c1ccc(Cl)cc1)c1ccncc1
  0 | 0
- O=C(O)C(c1ccccc1)C1CCCCC1O (stereo not given)
  1 | 13
- COc1cc(S(=O)(=O)N(C)C2CCCCC2)c(C)cc1C
  12 | 2
- O=C(OCc1cccc2ccccc12)c1ccc2c(=O)[nH]c(CN3CCOCC3)nc2c1
  -6 | 5
- O=[N+]([O-])c1cccc(N=Cc2ccccc2)c1
  10 | 8
- CCC(=O)c1cc(Br)ccc1OCC(=O)N1CCN(S(=O)(=O)c2ccccc2)CC1
  -10 | 0
- CC(C)(C)OC(=O)N(CCc1ccccc1)Cc1ccccc1OCc1cccc(NC(=O)C2CCCC2)c1
  2 | 2
- Cc1ccc(CNCCCn2cnc3c(OCc4ccccc4)ncnc32)o1
  2 | 4
- COc1ccc(-n2c(-c3ccc(Cl)cc3Cl)n[nH]c2=S)c(OC)c1
  0 | 2
- COc1ccccc1Nc1ncnc2c1c(C)c(C)n2CCO
  4 | 4
- Cc1cc(C(=O)O)ccc1-c1ccc(/C=N/n2cnnc2)o1
  17 | 3
- O=C(c1cccc(OC2CCN(Cc3ccc(F)cc3)CC2)c1)N1CCCC1
  6 | 5
- CC(=O)N1c2ccccc2S(=O)(=O)c2c1ccc1ccccc21
  11 | -1
- C[n+]1c(-c2ccccc2)cc2c(=Cc3ccc([N+](=O)[O-])cc3)c3ccccc3n21
  39* | 6
- CN(C)CCC1(C2=CCCC2)CC/C(=C/c2ccc(Cl)cc2)C1=O (stereo not given)
  3 | 1
- CCc1ccc(C(=O)CN2C(=O)NC3(CCCCCC3)C2=O)cc1
  1 | 2
- COc1cccc(NC(=S)N2CCC(C(=O)c3ccc(F)cc3)CC2)c1
  7 | 7

Single entries from the list:
O=C(O)COc1ccccc1/C=N/n1c(C2CCCCC2)n[nH]c1=S @ PAFAH1B2 FP inh = 3
[O-]C(=C(C(=S)Nc1cccc2ccccc12)[n+]1cccc(CO)c1)c1ccc(Cl)s1 @ PAFAH1B2 FP inh = 3
CCc1ccc(C(=O)CN2C(=O)NC3(CCCCCC3)C2=O)cc1 @ PAFAH1B2 FP inh = 2
O=C(OCC1CCNCC1)c1ccc2c(c1)OCO2 @ PAFAH1B2 FP inh = 1
Cc1ccc(CNCCCn2cnc3c(OCc4ccccc4)ncnc32)o1 @ PAFAH1B3 FP inh = 2

(cont.)
Values run as follows: PAFAH1B3 FP inh | PAFAH1B2 FP inh
- CC12CCC(=O)C=C1CCC1C2CCC2(C)C1CC1C3C(=O)N(Cc4ccccc4)C(=O)C3CC(=O)C12 (stereo not given)
  10 | 3
- CCC(C)NC(=S)Nc1ccccc1 (stereo not given)
  6 | 3
- Cc1ccc(/C=N/n2c(-c3ccncc3)n[nH]c2=S)cc1
  3 | 1
- CC(=O)c1c(C)[nH]c(C(=O)NNC(=O)COc2cc(C)cc(C)c2)c1C
  0 | -3
- Cc1cccc(OC(C)C(=O)Nc2ccc3c(c2)OCCO3)c1 (stereo not given)
  -3 | 0
- Cc1ccc(NS(=O)(=O)c2cc(C(=O)NCCCN(C)C)ccc2Cl)cc1Cl
  4 | -1
- CNC1CCc2cc(OC)c(OC)c(OC)c2-c2ccc(SC)c(=O)cc21 (stereo not given)
  4 | 2
- Cc1ccc(S(=O)(=O)N(Cc2ccc([N+](=O)[O-])cc2)C(=O)N2CCN(C)CC2)cc1
  -1 | 6
- CC(=O)Oc1cc(C(=O)OCC(=O)NC23CC4CC(CC(C4)C2)C3)cc(OC(C)=O)c1OC(C)=O
  3 | 65*
- CCOC(=O)n1cnc2nc(N)nc(SC)c21
  7 | -1
- Cc1[nH]c2ccccc2c1/C=C/c1cc[n+](C)cc1
  5 | 0
- O=C(O)c1ccc([N+](=O)[O-])cc1-c1cc([N+](=O)[O-])ccc1C(=O)O
  10 | 3
- Cc1ccc(NC(=O)c2ccc3c(=O)n4c(nc3c2)CCC4)cc1S(=O)(=O)N(C)C
  -6 | 5
- CC1(C)CC(=O)C2=C(C1)Nc1[nH]n(-c3ccccc3)c(=O)c1C2c1ccc2c(c1)OCO2 (stereo not given)
  2 | 10
- Cc1cccc(NS(=O)(=O)c2ccc(C)c(C(=O)N(C)C3CCN(C)CC3)c2)c1
  9 | -1

(list continues)
SMILES,PAFAH1B3 FP inh,PAFAH1B2 FP inh
Cc1nc(CCNC(=O)CC2C(=O)NCCN2Cc2ccccc2)nc2c1CCC2 (stereo not given),-5,-4
CN(C(=O)COc1ccccc1C(=O)NCc1ccccc1)C1CCS(=O)(=O)C1 (stereo not given),1,-2
CCOC(=O)Nc1ccc2c(c1)Cc1cc([N+](=O)[O-])ccc1-2,1,6
COc1ccc(N(CC(C)C)S(=O)(=O)c2nnc(NC(=O)CC(C)C)s2)cc1,-2,0
CC1CC(C)CN(CCCNS(=O)(=O)c2ccc3c(c2)oc(=O)n3C)C1 (stereo not given),7,2
O=C(O)c1ccccc1C(=O)c1ccc2oc(=O)[nH]c2c1,1,-2
Cc1cc(NC(=O)CCOc2ccc(F)cc2)no1,-1,2
Cc1ccc(C(=O)COC(=O)CN2C(=O)C3C4CCC(C4)C3C2=O)cc1C (stereo not given),1,1
C=CS(=O)(=O)N(Cc1ccccc1Br)[C@H](CO)Cc1ccccc1,12,8
Nc1c(/C=C2/C=CC(=O)C(O)=C2)c(=O)nc2sc(CC(=O)N3CCOCC3)nn12,15,26*
COc1cccc(C2/C(=C(/O)c3ccc4c(c3)CC(C)O4)C(=O)C(=O)N2CC2CCCO2)c1 (stereo not given),3,0
O=C1C=C(c2ccccc2)C(c2ccccc2)C1O (stereo not given),6,2
CCN(C(=O)COC(=O)c1cccc(S(=O)(=O)N(C)C)c1)c1c(N)n(Cc2ccccc2)c(=O)[nH]c1=O,1,1
O=C1/C(=C/c2ccncc2)CCC/C1=C\c1ccncc1,1,0
CC(C)C(=O)Nc1cccc(COc2cccc(CN(Cc3ccccc3)C(=O)OC(C)(C)C)c2)c1,-1,0
Cc1cc(=O)[nH]c2c(C)cc(S(=O)(=O)N3CCCCC3)cc12,4,10
CCc1cc(C(=O)N2CCN(C(=O)c3ccccc3)CC2)sc1C,6,-1
COc1ccc(CCNC(=O)c2ccccc2NC(=O)CN2CCN(c3ccccc3O)CC2)cc1,1,5
COc1cc(NC(=O)c2ncn[nH]2)cc(OC)c1OC,10,1
O=C(NCc1ccc(Cl)cc1)C1CCN(C(=O)c2ccc(Cl)cc2)CC1,1,5
O=C1NCCN(CC2CCN(CCC3CCCC3)CC2)C1=O,2,-2
CC(C)CC(NC(=O)OCc1ccccc1)C(=O)NC(Cc1ccccc1)C(=O)CCl (stereo not given),9,12
CC(=O)Nc1sc(/C(C#N)=C/c2ccc(Cl)c(Cl)c2)nc1-c1ccc(C)cc1,-13,-8
C(=NN1CCCCCC1)c1ccccc1,9,4
Cc1ccc(N(CC(=O)NC(C)(C)C)C(=O)CCC(=O)Nc2nccs2)c(C)c1,5,-1
O=C(C=Cc1ccccc1)c1cccs1,12,6
CCN(CC)c1ccc(C=C2SC(=S)NC2=O)cc1,-243,-142
O=C(N/N=C/c1cccc2ccccc12)c1ccccc1Cl,-6,-3
Cc1[nH]n(-c2ccc(Br)cc2)c(=O)c1/C=N/NC(=O)c1ccccc1,19,7
CC1=NN(c2ccc([N+](=O)[O-])cc2)C(=O)C1,10,4
CN(CCc1ccccc1)C(=O)c1cccc(NC(=O)Cc2cccc(NC(=O)C3CCCN(C(=O)CCc4ccccc4)C3)c2)c1 (stereo not given),4,5
COc1ccc(S(=O)(=O)NCCc2c[nH]c3ccc(C)cc23)cc1,3,10
COc1cccc(C(C#N)NCCCNC(C#N)c2cccc(OC)c2OC)c1OC (stereo not given),11,1
Cc1cccc2cc(CN(CC3CCCO3)C(=O)c3cnccn3)c(=O)[nH]c12 (stereo not given),5,-3
Oc1cccc(/C=N/Nc2cccc3cccnc23)c1,14,7
N=C1/C(=C\c2ccc(OC(=O)c3ccco3)cc2)C(=O)N=C2SC=NN12,4,-8
COCC(=O)N1CCC(Oc2ccc(C(=O)NCc3cc(C)n(C)n3)cc2)CC1,-8,-8
COc1ccc(C(CNC(=O)CNC(=O)c2cccc(C)c2)N2CCCCC2)cc1 (stereo not given),8,7
CC(C)C[C@@H](CNCC(=O)[C@H](Cc1c[nH]c2ccccc12)NC(=O)c1[nH]cnc1C(=O)N[C@@H](C)CN)NC(=O)c1nc[nH]c1C(=O)N[C@@H](Cc1ccccc1)C(=O)O,6,10
CC(=O)N1CCN(C(=O)c2cc(S(=O)(=O)N3CCN(c4ccccc4)CC3)ccc2Cl)CC1,-2,3
COc1ccccc1NC(=O)c1ccccc1N(Cc1ccccc1)S(C)(=O)=O,9,0
CCC(=O)OC1(C(C)=O)CCC2C3CCC4=CC(=O)CCC4(C)C3CCC21C (stereo not given),1,-2
CCN1/C(=C/c2ccc3cc(C)cc(C)c3[n+]2CC)Sc2cc(C)ccc21,-8,-74
Cc1nnc(SCC(=O)Nc2ccc3c(c2)OCO3)s1,4,6
O=C1CN(S(=O)(=O)c2ccccc2Cl)CCN1,8,-1
O=C1CCC[C@@H]2Cc3nc4cc5c(cc4cc3[C@@H]3CCN1[C@H]23)OCO5,-3,9
COc1ccc(O)c(C(=O)CC(=O)c2cccnc2)c1,2,5
CCc1nc(N2CCN(C(C)=O)CC2)c2c3c(sc2n1)CCCC3,3,-3
O=C(c1ccc(N2CCCC2)c([N+](=O)[O-])c1)N1CCN(S(=O)(=O)c2ccccc2)CC1,5,-1
CN(CCNC(=O)c1c[nH]c2c1ccc1ccccc12)CCNC(=O)c1c[nH]c2c1ccc1ccccc12,11,-6

New compounds follow.
SMILES,PAFAH1B3 FP inh,PAFAH1B2 FP inh
CCCCn1c(N)c(N(CCC(C)C)C(=O)COC(=O)c2ccc3ccccc3c2)c(=O)[nH]c1=O,-3,0
CC(=O)Nc1cccc(OCC(=O)Nc2cccc(S(=O)(=O)N3CCCC3)c2)c1,6,-1
CC(Oc1ccc(Br)cc1Br)C(=O)Nc1cccnc1 (stereo not given),6,-1
Cc1c(N=C2C=C(Br)C(=O)C(Br)=C2)c(=O)n(-c2ccccc2)n1C,2,35*
ON(CCc1ccncc1)Cc1ccccc1,3,-2
O=C(CCNC(=O)c1ccco1)NCCc1ccc(Cl)cc1,1,-4
O=S(=O)(Nc1ccccc1)N1CCCCC1,5,6
Cc1ccc(NC(=O)Nc2cccnc2)cc1Cl,5,-2
CCc1ccc2[nH]c(C(=O)Nc3ccc(Br)c(C)n3)cc2c1,9,5
C/C(=N\NC(=O)C(O)c1ccccc1)c1cccnc1 (stereo not given),-2,0
CCC1(CC)NC(=S)NC1=S,6,5
C=CC(=O)Nc1cccc(Nc2nc(N[C@H]3CC[C@H](N(C)C)CC3)nc3c2ncn3C(C)C)c1,-10,1
CC(=O)[C@H]1CC[C@H]2[C@@H]3CC=C4C[C@@H](OS(=O)(=O)O)CC[C@]4(C)[C@H]3CC[C@]12C,10,11
Cc1cc(OCC(=O)NNC(=O)c2cccnc2)cc(C)c1Cl,0,-4
Cc1c(CCC(=O)NCC(=O)O)c(=O)oc2cc3occ(-c4ccccc4)c3cc12,6,-1
Cc1nc(NCc2ccco2)c2cn[nH]c2n1,-1,6
CCC(=O)c1ccc(OCc2cn(CC(=O)c3ccc(O)cc3)nn2)cc1,13,-4
NS(=O)(=O)c1ccc(CNC(=S)Nc2cc(S(=O)(=O)N3CCOCC3)ccc2Cl)cc1,1,3
Nc1ccc(S(=O)(=O)NN=Cc2ccccc2[N+](=O)[O-])cc1,12,2
O=C(Cn1cnc2ccccc2c1=O)c1ccc(Cl)cc1,3,4
O=C(O)c1cccc(NC(=S)N/N=C/c2ccccc2OCc2cccc(Br)c2)c1,8,7

Looked up by compound from the list above (four):
SMILES,PAFAH1B3 FP inh,PAFAH1B2 FP inh
CCN(C(=O)COC(=O)c1cccc(S(=O)(=O)N(C)C)c1)c1c(N)n(Cc2ccccc2)c(=O)[nH]c1=O,1,1
CC(=O)N1c2ccccc2S(=O)(=O)c2c1ccc1ccccc21,11,-1
COc1cccc(C2/C(=C(/O)c3ccc4c(c3)CC(C)O4)C(=O)C(=O)N2CC2CCCO2)c1 (stereo not given),3,0
CC(=O)Oc1cc(C(=O)OCC(=O)NC23CC4CC(CC(C4)C2)C3)cc(OC(C)=O)c1OC(C)=O,3,65*
